From PubChem BioAssay
ATG4B inhibitor: inhibitors of human ATG4B cysteine protease | 340,000 tested, 0.51% active | Q9Y4P1 | inhibition, % at 8.33 µM | AID 504462 | ATG4B cleavage of LC3-PLA2, NBD-HPC fluorescence, 1 h; in the data active = inhibition above about 40%
Target sequence (Q9Y4P1 whole entry, looked up): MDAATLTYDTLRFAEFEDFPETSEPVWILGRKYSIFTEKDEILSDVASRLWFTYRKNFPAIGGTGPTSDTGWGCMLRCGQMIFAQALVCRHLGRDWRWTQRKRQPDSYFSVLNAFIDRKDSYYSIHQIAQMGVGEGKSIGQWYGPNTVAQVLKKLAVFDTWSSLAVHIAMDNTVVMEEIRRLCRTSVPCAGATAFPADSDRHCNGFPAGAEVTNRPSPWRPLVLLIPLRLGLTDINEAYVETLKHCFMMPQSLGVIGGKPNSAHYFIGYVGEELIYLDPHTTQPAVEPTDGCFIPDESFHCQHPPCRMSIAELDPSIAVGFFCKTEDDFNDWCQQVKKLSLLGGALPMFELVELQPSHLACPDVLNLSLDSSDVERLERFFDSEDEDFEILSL
Apaf1 inhib: human Apaf-1 inhibition; O14727; reconstituted apoptosome caspase-3 activity, DEVD-Rh110 fluorescence; inhibition, % at 20 µM; 330,000 tested, 0.71% active; AID 489030; active = inhibition of at least 40% at 20 µM;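 note: plate controls were DMSO wells for no effect and DEVD-CHO caspase inhibitor wells for full effect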
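Material: reconstituted apoptosome with Apaf-1, cytochrome c, caspase-9, procaspase-3, dATP; medium: pH 7.5 Hepes buffer with CHAPS, BSA, DTT; also added: cytochrome c and DEVD-Rh110 substrate; timing: 30 min plus 50 min, RT; signal: Rh110 fluorescence intensity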
hIAP block: human IAP inhibition | inhibition, % at 10 µM | 330,000 tested, 0.12% active | purified IAP, CDP-Star luminescence, 30 min | P09923 | AID 2544;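 active = inhibition reaching a set limit with compound at 10 µM in the primary screen, cut at about 35% in these data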;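 note: plate controls were DMSO wells with enzyme for no effect and no-enzyme buffer wells for full effect; values of inactives mirror those of a sister screen read the other way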
Target sequence (P09923 whole entry, looked up): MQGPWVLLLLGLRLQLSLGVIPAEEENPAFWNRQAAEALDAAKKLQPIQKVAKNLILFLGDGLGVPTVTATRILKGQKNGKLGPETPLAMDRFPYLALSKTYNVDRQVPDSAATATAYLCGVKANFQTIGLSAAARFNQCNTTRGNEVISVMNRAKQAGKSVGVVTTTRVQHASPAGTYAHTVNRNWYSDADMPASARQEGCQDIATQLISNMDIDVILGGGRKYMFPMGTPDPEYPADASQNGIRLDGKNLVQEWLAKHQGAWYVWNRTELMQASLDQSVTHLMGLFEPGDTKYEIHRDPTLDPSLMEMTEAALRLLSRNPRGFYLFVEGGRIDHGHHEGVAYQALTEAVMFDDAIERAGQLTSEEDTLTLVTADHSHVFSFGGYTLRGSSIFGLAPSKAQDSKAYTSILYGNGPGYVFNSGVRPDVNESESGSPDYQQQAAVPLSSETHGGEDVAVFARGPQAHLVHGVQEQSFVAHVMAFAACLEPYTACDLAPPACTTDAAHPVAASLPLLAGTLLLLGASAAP
mIAP inh: mouse IAP inhibition; purified mouse IAP, CDP-Star luminescence, 30 min; inhibition, % at 10 µM; 330,000 tested, 0.2% active;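 active = inhibition of at least 40% at 10 µM in the primary screen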;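 note: plate controls were DMSO with enzyme for no effect and no enzyme wells for full effect; values of inactives mirror those of a sister screen read the other way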
tim10-1 inh: tim10-1 yeast growth inhibition; AID 463190; S. cerevisiae tim10-1 ts strain growth, BacTiter-Glo, 24 h; 330,000 tested, 2.2% active; inhibition, % at 20 µM;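 active = inhibition of at least 40%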;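 note: mutant grown at 25 °C; 0% = DMSO wells with yeast and 100% = wells holding no yeast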
NLRP3 yeast inh: inhibitors of NALP3 inflammasome in yeast. Yeast reconstituted NLRP3/ASC/caspase-1, beta-gal luminescence, 24 h. inhibition, % at 10 µM. 330,000 tested, 0.39% active;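 active = inhibition of 50% or more; inactive = inhibition below 50%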;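 note: plate controls were induced DMSO wells for no effect and uninduced yeast grown without galactose for full effect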
mIAP activ: increases mouse intestinal alkaline phosphatase activity | 330,000 tested, 0.24% active | activation factor at 10 µM | muIAP, CDP-Star luminescence, 30 min; hits give high values; 1 = vehicle-only enzyme signal, 0 = enzyme-free wells;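 active = activation factor of at least 2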; note: the source names both 10 and 20 µM as test concentration; values of inactives mirror those of a sister screen read the other way
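Assay system: mouse IAP enzyme; reagent: chemiluminescent substrate CDP-Star; dosing: test compounds delivered from DMSO solution; schedule: 30 min at room temperature; measured by: luminescence from enzymatic CDP-Star hydrolysis; controls: DMSO-only wells and no-enzyme negative control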
hIAP activ: increases human intestinal alkaline phosphatase activity; P09923; purified human IAP, CDP-Star luminescence, 30 min; hits give high values; 1 = vehicle-only enzyme, 0 = enzyme-free background; activation factor at 10 µM; 330,000 tested, 0.16% active;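 active = activation factor of the enzyme at least 2-fold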; note: the source names both 10 and 20 µM as test concentration; values of inactives mirror those of a sister screen read the other way
TIM10 inh: inhibits growth of TIM10 yeast strain; S. cerevisiae TIM10 strain growth, BacTiter-Glo luminescence, 24 h; inhibition, % at 10 µM; 330,000 tested, 1.4% active; AID 463195;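 active = inhibition of 40% or more at the single tested concentration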;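 note: wild-type TIM10 isogenic control strain grown at permissive 25 °C; 0% = DMSO yeast wells and 100% = minimal medium wells without yeast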
An asterisk follows results filed as active; x = not tested or not shown.

SMILES	ATG4B inhibitor	Apaf1 inhib	hIAP block	mIAP inh	tim10-1 inh	NLRP3 yeast inh	mIAP activ	hIAP activ	TIM10 inh
Cc1ccc(-c2ccc(=O)n(CC(=O)NCCCN3CCCCC3C)n2)cc1 (centres undefined)	3	1	-22	-9	-15	5	1.1	1.2	-12
O=C(Nc1ccc(NC(=O)c2ccc(Cl)cc2Cl)cc1)c1cccs1	0	-6	5	-2	-37	17	1	0.95	-5
COc1cc(C(C(=O)NC2CCCCC2)N(CCN2CCOCC2)C(=O)C2COc3ccccc3O2)cc(OC)c1OC (centres undefined)	3	-7	-20	-12	13	2	1.1	1.2	1
Cc1c(Cc2ccc3c(c2)OCO3)sc(NC(=O)C(C)(C)C)c1C#N	1	16	3	-1	-9	10	1	0.97	6
O=C(O)c1ccccc1C(=O)NC1CCCc2ccccc21 (centres undefined)	-7	2	12	0	-1	13	1	0.88	2
COc1ccc(S(N)(=O)=O)cc1C(=O)NCCCN1CCN(c2cccc(Cl)c2)CC1	-8	12	-4	-1	6	-5	1	1	-12
O=C(NNC(=O)c1ccc(NC(=O)c2ccccc2)cc1)c1ccccc1	12	-1	-23	9	-19	8	0.91	1.2	-6
O=C(N1CCCCC1)C12CC3CC(CC(C3)C1)C2	4	5	-20	4	12	24	0.96	1.2	-11
COc1ccc(-n2nc3c(c2NC(=O)CCl)CSC3)cc1	-6	12	-6	0	-22	-6	1	1.1	-185
O=C(/C(=C/c1ccc(Cl)cc1)c1nc2ccccc2[nH]1)c1cccs1	-3	17	-7	1	56*	50	0.99	1.1	70*
CCn1c(CCc2nc3ccccc3[nH]2)n[nH]c1=S	-10	1	-39	4	-8	12	0.96	1.4	-2
O=C(O)c1ccc(Nc2nc3ccccc3nc2NS(=O)(=O)c2ccc(F)cc2)cc1	-2	18	0	12	18	5	0.88	1	8

Quoted at random: four compounds from above, in no set order.
SMILES	ATG4B inhibitor	Apaf1 inhib	hIAP block	mIAP inh	tim10-1 inh	NLRP3 yeast inh	mIAP activ	hIAP activ	TIM10 inh
Cc1ccc(-c2ccc(=O)n(CC(=O)NCCCN3CCCCC3C)n2)cc1 (centres undefined)	3	1	-22	-9	-15	5	1.1	1.2	-12
O=C(/C(=C/c1ccc(Cl)cc1)c1nc2ccccc2[nH]1)c1cccs1	-3	17	-7	1	56*	50	0.99	1.1	70*
Cc1c(Cc2ccc3c(c2)OCO3)sc(NC(=O)C(C)(C)C)c1C#N	1	16	3	-1	-9	10	1	0.97	6
COc1ccc(-n2nc3c(c2NC(=O)CCl)CSC3)cc1	-6	12	-6	0	-22	-6	1	1.1	-185

The results go on:
SMILES	ATG4B inhibitor	Apaf1 inhib	hIAP block	mIAP inh	tim10-1 inh	NLRP3 yeast inh	mIAP activ	hIAP activ	TIM10 inh
CCN1C(=S)N[C@@H](c2cccc(F)c2)C(C(=O)OC)=C1C	-14	-8	20	-4	19	12	1	0.8	-12
COc1ccc(Cn2nnnc2CN(CCCN2CCOCC2)Cc2cc3cc(OC)ccc3[nH]c2=O)cc1	-9	-5	11	3	1	6	0.97	0.89	2
O=C(CCc1ccccc1)N1N=C(c2ccncc2)CC1(O)C(F)(F)F (centres undefined)	-13	17	-3	-5	24	0	1.1	1	-8
CCOC(=O)c1[nH]c(C)c(C(=O)N2CCN(c3ccc(OC)cc3)CC2)c1C	-9	7	-7	-6	20	2	1.1	1.1	7
CCC1Oc2ccc(C)cc2N(CC(=O)NCCN2CCCCCC2)C1=O (centres undefined)	-6	3	-5	3	25	-5	0.97	1.1	20
CCOC(=O)C(NC(=O)c1ccccc1)(OCc1ccc(F)cc1)C(F)(F)F (centres undefined)	2	8	-20	8	19	5	0.92	1.2	-2
COc1cc2c(cc1OC)CN(C(=O)COc1ccccc1C#N)CC2	-6	10	-8	4	27	13	0.96	1.1	15
Cc1cc(NC(=O)c2cc(-c3ccccn3)nc3ccc(Br)cc23)no1	1	-7	-4	1	-20	20	0.99	1	-18
O=C1c2ccccc2C(=O)N1CCCc1nc2ccccc2c(=O)n1-c1cccnc1	12	7	-5	-1	14	5	1	1	4
O=C(CN1CCN(CC(=O)Nc2ccccn2)CC1)Nc1ccccn1	-2	9	-8	-8	7	-3	1.1	1.1	-6
COC(=O)c1ccccc1NC(=O)c1ccc(COc2cc(C)cc(C)c2)o1	0	19	16	12	13	18	0.88	0.84	8
CS(=O)(=O)N(CC(=O)NCc1ccncc1)C1CCCCC1	-3	-9	3	10	-3	2	0.9	0.97	9

Reformatted: 3 of the compounds above
CCOC(=O)C(NC(=O)c1ccccc1)(OCc1ccc(F)cc1)C(F)(F)F (centres undefined)
  ATG4B inhibitor: 2; Apaf1 inhib: 8; hIAP block: -20; mIAP inh: 8; tim10-1 inh: 19; NLRP3 yeast inh: 5; mIAP activ: 0.92; hIAP activ: 1.2; TIM10 inh: -2
COc1cc2c(cc1OC)CN(C(=O)COc1ccccc1C#N)CC2
  ATG4B inhibitor: -6; Apaf1 inhib: 10; hIAP block: -8; mIAP inh: 4; tim10-1 inh: 27; NLRP3 yeast inh: 13; mIAP activ: 0.96; hIAP activ: 1.1; TIM10 inh: 15
Cc1cc(NC(=O)c2cc(-c3ccccn3)nc3ccc(Br)cc23)no1
  ATG4B inhibitor: 1; Apaf1 inhib: -7; hIAP block: -4; mIAP inh: 1; tim10-1 inh: -20; NLRP3 yeast inh: 20; mIAP activ: 0.99; hIAP activ: 1; TIM10 inh: -18

Following part
SMILES	ATG4B inhibitor	Apaf1 inhib	hIAP block	mIAP inh	tim10-1 inh	NLRP3 yeast inh	mIAP activ	hIAP activ	TIM10 inh
Cc1cnc(NC(=O)CCNC(=O)c2ccc([N+](=O)[O-])cc2)s1	-9	-12	5	1	1	-8	0.99	0.95	-24
Cc1ccc(OC(C)C(=O)Nc2ccc(S(=O)(=O)Nc3nccs3)cc2)cc1 (centres undefined)	-4	1	-7	0	-6	7	1	1.1	3
Nc1ncnc2c1ncn2[C@@H]1O[C@H](CNC(=O)[C@@H]2CCN2)[C@@H](O)[C@H]1O	4	7	x	2	2	x	0.98	x	3
CSc1nsc2nc(=O)c(/C=C3\C(C)=Nc4ccc(C)cc43)c(N)n12	9	-2	4	8	1	12	0.92	0.96	-20
COCc1ccc(C(=O)N2CCCC(N(C)Cc3ccccc3)C2)s1 (centres undefined)	-3	-1	9	-5	-1	1	1	0.91	1
CCO/C=C/C(O)(CNC(=O)c1ccc(C(C)(C)C)cc1)C(F)(F)F (centres undefined)	3	5	-7	-2	37	2	1	1.1	37
COC(=O)c1ccc(N2CCN(C)CC2)c(NC(=O)c2ccc(-c3ccc(Cl)cc3)o2)c1	6	13	13	10	16	8	0.9	0.87	7
O=C(Nc1nnc(C2CC2)s1)C1Cc2ccccc2CN1C(=O)c1ccco1 (centres undefined)	5	14	-11	8	30	14	0.92	1.1	9
COCCCNc1nnc(Cc2ccc(Cl)cc2)c(=O)[nH]1	4	-5	14	1	-10	-1	0.99	0.86	7
C=CCn1c(=O)c2ccc(C(=O)NCc3ccccc3)cc2n(Cc2cccc(Cl)c2)c1=O	-5	17	24	5	8	6	0.95	0.76	-11
CCOc1ccc(NS(=O)(=O)c2ccc(NC(=O)C3CC3)cc2)cc1	-4	10	18	-7	-9	10	1.1	0.82	-3
CC1N(C(=O)N(C)C)CCN1S(=O)(=O)c1ccccc1 (centres undefined)	-8	-7	6	6	-7	22	0.94	0.94	1
O=C(C1CCCN(S(=O)(=O)c2ccccc2)C1)N1CCN(c2ccccc2)CC1 (centres undefined)	1	13	2	-9	20	-1	1.1	0.98	-16
COc1cccc(CC2(CO)CCCN(S(=O)(=O)N(C)C)C2)c1 (centres undefined)	-8	-7	4	1	15	15	0.99	0.96	9
COc1cc(/C=N/N=C(/C(=O)c2ccccc2)c2ccccc2)cc(OC)c1O	-9	0	20	34	-9	-5	0.66	0.8	-18
COc1ccc(-c2cc(C(=O)N(C)Cc3ccccc3)c3ccccc3n2)cc1	-4	12	-35	3	23	19	0.97	1.3	15
O=C(Nc1ccc(N2CCN(Cc3ccccc3)CC2)cc1)c1ccccc1[N+](=O)[O-]	1	5	5	6	24	17	0.94	0.95	-12
COC(=O)c1[nH]c(C)c(/C(O)=C2\C(=O)C(=O)N(CCN3CCOCC3)C2c2cccs2)c1C (centres undefined)	-8	1	1	-2	-13	12	1	0.99	-2
CCC(CC)C(=O)c1c[nH]c(C(=O)NCc2cccnc2)c1	-2	-11	5	0	11	5	1	0.95	-5
C/C(=N\NC(=O)c1ccc(O)cc1)c1ccc(NC(=O)Cc2ccccc2)cc1	-8	-4	-8	5	0	11	0.95	1.1	-3
O=C(CSc1ccc(Cl)cc1)NC1CCCC1	-10	-2	3	-4	8	25	1	0.97	-13
CCN(CC)CCn1c(NCc2nc3ccccc3n2Cc2ccccc2)nc2ccccc21	4	12	4	-45	3	-4	1.4	0.96	-7
CCN(CC)c1ccc(C(=O)NNC(=O)CN2C(=O)NC3(CCCCC3)C2=O)cc1	-8	-2	-5	7	9	9	0.93	1.1	-1
Cc1nn(CCOc2ccccc2)c(=O)n1-c1ccc(Cl)cc1	2	-10	11	4	8	-4	0.95	0.89	7
COc1ccccc1CCC(=O)OCC(=O)Nc1cccc(S(=O)(=O)N2CCCCC2)c1	-3	25	-19	-30	16	-2	1.3	1.2	8
CN(C)S(=O)(=O)c1ccc(C(=O)NCCOc2ccccc2)cc1	-2	3	18	16	10	12	0.84	0.82	5
COc1ccc(NC(=O)NNC(=O)c2cc(C3CC3)nc3ccccc23)c(OC)c1	-5	8	-19	2	12	25	0.98	1.2	15
Cc1ccc(NC(=O)C(CC(C)C)NC(=O)C2CCC(C)CC2)nc1 (centres undefined)	-1	6	18	-6	22	16	1.1	0.82	7
CC1Cc2nc(SCC(=O)NCC3CCCO3)n(Cc3ccccc3)c(=O)c2S1 (centres undefined)	-7	5	7	-10	12	0	1.1	0.93	-6
COc1cccc(C(=O)NCCS(=O)(=O)N2CCC3(CC2)OCCO3)c1	-3	0	-15	3	-1	13	0.97	1.1	-8
CCOC(=O)c1cnn(-c2ccc(C(C)C)cc2)c1NC(=O)C1CCC1	-12	9	-18	-9	24	6	1.1	1.2	6
COc1ccccc1NC(=O)CCn1c(=S)oc2ccccc21	3	0	11	-10	21	12	1.1	0.89	7
CCn1c(=O)c([N+](=O)[O-])c(NCc2ccco2)c2ccccc21	-6	-16	5	5	10	14	0.95	0.95	14
